Assay outcomes from PubChem BioAssay.
All columns: NCI-60 one-dose screen, growth in % after 48 h at 10 µM unless noted; 100 = growth as untreated, 0 = no growth, -100 = all killed.
A549/ATCC: A549/ATCC NSCLC | hit rate 3.7% among 81,000 | AID 1794740
HOP-62: HOP-62 NSCLC. hit rate 3.9% among 80,000. AID 1794735
RPMI-8226: RPMI-8226 leukemia cells; hit rate 7.5% among 77,000
EKVX: EKVX NSCLC; hit rate 3% among 71,000; AID 1794765
SR: SR leukemia cells. hit rate 8.7% among 73,000. AID 1794780
CCRF-CEM: CCRF-CEM leukemia; hit rate 7% among 77,000; AID 1794778
HOP-92: HOP-92 NSCLC cells | hit rate 6.3% among 71,000 | AID 1794738
MOLT-4: MOLT-4 leukemia cells; hit rate 6.9% among 80,000; AID 1794779
Numbers without * were called inactive; · = no result given. How the source made its calls: active means growth percent below 10; inactive means the rest.

1. CCCCOC(OCCCC)C(C)N (stereo not given)
2. COc1ccc(-c2nnn(-c3ccccc3)c2N)cc1OC
3. CCOC(=O)C1=C(c2ccccc2)N=C2SC3C(=NN(c4ccccc4)C3c3ccc(Br)cc3)N2C1c1ccc(O)cc1 (stereo not given)
4. CCCN(CCSSCCNc1nc(N(C)O)nc(N(C)O)n1)c1nc(N(C)O)nc(N(C)O)n1
5. NS(=O)(=O)c1ccc(NC(=O)N2CCN(c3ccccc3)CC2)cc1
6. CC(C)C(=O)c1ccc(O)c(O)c1

screen / no.	1	2	3	4	5	6
MOLT-4	92.8	88.5	87.5	47.3	89.9	74.7
HOP-92	94.7	105.7	87.0	58.3	·	·
SR	101.1	78.0	88.1	129.1	87.1	95.6
HOP-62	103.5	97.6	104.1	24.5	114.4	105.2
EKVX	·	102.0	95.8	54.3	·	103.6
RPMI-8226	·	101.7	93.6	42.6	93.3	·
CCRF-CEM	110.4	96.6	95.5	9.1*	97.2	25.4
A549/ATCC	93.5	87.6	99.0	48.0	107.0	94.7

7. COCCOCCOCc1cc2c(cc1Br)OCO2
8. COC(=O)C(O)C(Cc1ccccc1)NC(=O)c1[nH]c2ccccc2c(=O)c1C (stereo not given)
9. COc1cc(-c2nc(C(=O)NCCCCC(=O)NO)nn2-c2ccc(Cl)cc2)cc(OC)c1OC
10. COc1cc(Nc2ncccc2NC(=O)c2cn(Cc3ccc(F)cc3)nn2)cc(OC)c1OC
11. O=C(Nc1ccc(-c2nc(-c3cccc(O)c3)c(-c3ccnc(Br)c3)[nH]2)cc1)Oc1ccccc1
12. Cc1ccc(C(=O)Nc2cccc(C(F)(F)F)c2)cc1Nc1nc(-c2cnccn2)nc2c1cnn2C

screen / no.	7	8	9	10	11	12
MOLT-4	98.4	103.6	83.6	97.4	83.3	43.1
HOP-92	94.6	102.1	115.7	96.2	97.9	35.3
SR	91.5	·	96.0	93.3	106.3	39.5
HOP-62	93.8	98.3	84.3	111.2	98.5	46.6
EKVX	104.5	92.4	95.3	100.6	102.9	77.3
RPMI-8226	103.1	115.9	101.6	101.4	·	61.8
CCRF-CEM	105.7	110.2	98.3	102.0	63.5	78.2
A549/ATCC	102.7	98.4	88.6	108.2	96.0	70.8

Full records as entered above. Order of values: MOLT-4 | HOP-92 | SR | HOP-62 | EKVX | RPMI-8226 | CCRF-CEM | A549/ATCC
Entry for COC(=O)C(O)C(Cc1ccccc1)NC(=O)c1[nH]c2ccccc2c(=O)c1C (stereo not given) → 103.6 | 102.1 | · | 98.3 | 92.4 | 115.9 | 110.2 | 98.4
Entry for COCCOCCOCc1cc2c(cc1Br)OCO2 → 98.4 | 94.6 | 91.5 | 93.8 | 104.5 | 103.1 | 105.7 | 102.7
Entry for COc1cc(-c2nc(C(=O)NCCCCC(=O)NO)nn2-c2ccc(Cl)cc2)cc(OC)c1OC → 83.6 | 115.7 | 96.0 | 84.3 | 95.3 | 101.6 | 98.3 | 88.6
Entry for COc1cc(Nc2ncccc2NC(=O)c2cn(Cc3ccc(F)cc3)nn2)cc(OC)c1OC → 97.4 | 96.2 | 93.3 | 111.2 | 100.6 | 101.4 | 102.0 | 108.2

Continuation.
13. CNc1nc(=O)n(C2CCCO2)cc1C (stereo not given)
14. C/C(CCC(=O)O)=N/Nc1ccc(S(=O)(=O)O)cc1
15. Cc1ccc(-c2nc([P+](c3ccccc3)(c3ccccc3)c3ccccc3)c(N3C[C@H]4C[C@H](C3)c3cccc(=O)n3C4)o2)cc1
16. O=[N+]([O-])c1ccc(I)c(Br)c1
17. CC1=NCCC2NC(=O)NC(C)=C12 (stereo not given)
18. O=C(O)c1ccc(-c2nn(-c3ccc(C(=O)O)cc3)cc2/C=N/Nc2ccc(F)cc2F)cc1

screen / no.	13	14	15	16	17	18
MOLT-4	97.5	93.1	96.6	78.6	106.0	110.8
HOP-92	·	·	62.6	87.2	84.4	92.1
SR	98.0	102.6	87.9	66.6	101.7	109.2
HOP-62	105.1	85.4	90.4	111.5	102.7	90.8
EKVX	120.0	99.9	80.6	114.0	94.8	95.9
RPMI-8226	100.7	107.4	11.5	99.7	101.5	88.1
CCRF-CEM	95.7	96.7	78.4	108.8	104.3	100.5
A549/ATCC	101.0	108.0	99.1	100.0	104.6	86.9

19. Cc1cc(C(C)C)c(C)cc1C(C)C
20. OC1CNc2c(ccc3ccccc23)C1 (stereo not given)
21. O=[N+]([O-])c1cccc(I)c1
22. CC1CCC2(CC1)SC(C)C(=O)N2NC(=O)Cc1ccccc1Nc1c(Cl)cccc1Cl (stereo not given)
23. CCn1cc(C(=O)O)c(=O)c2cc(F)c(N3CCN(C(=O)CSc4nc(-c5ccc(OC)cc5)c(C#N)c(=O)[nH]4)CC3)cc21
24. CC(=O)O[C@H]1C2=C(C)CC[C@H]2[C@]2(C)O[C@@]1(C(C)C)C[C@H]2OC(=O)CO

screen / no.	19	20	21	22	23	24
MOLT-4	102.7	91.5	94.7	57.3	97.3	96.9
HOP-92	103.2	85.6	94.9	·	84.3	95.8
SR	·	112.8	89.7	77.2	·	97.0
HOP-62	117.8	96.1	107.1	94.7	88.2	93.9
EKVX	106.9	105.9	·	65.6	104.9	98.0
RPMI-8226	101.6	93.0	100.4	59.5	95.9	107.2
CCRF-CEM	92.9	95.9	95.5	59.8	92.5	97.4
A549/ATCC	109.9	94.7	101.6	51.4	96.9	94.4

25. NS(=O)(=O)c1ccc(CN2C(=O)c3cc(Cl)c(Cl)cc3C2=O)cc1
26. N#Cc1c(C#N)c(SSc2c(C#N)c(C#N)c(N)n2-c2ccccc2)n(-c2ccccc2)c1N
27. COC(=O)c1c(C(=O)OC)c2n(CC(=O)Nc3cccc4cccnc34)c3ccccc3n2c1C(=O)c1ccc(Br)cc1
28. O=c1oc2ccc3ccccc3c2cc1-c1ccnc2[nH]c(=S)[nH]c(=O)c12
29. CN1CCC2(CC1)NC(=O)c1c(c3ccc(Cl)c(Cl)c3n1C)C2C#N (stereo not given)
30. CCOc1ccc(/C=C/c2nc(=O)c3ccccc3o2)cc1

screen / no.	25	26	27	28	29	30
MOLT-4	98.7	105.9	72.0	87.4	64.1	40.9
HOP-92	112.0	·	·	88.3	·	83.1
SR	90.7	106.2	129.2	82.7	39.4	57.1
HOP-62	94.5	108.9	83.5	·	58.0	92.6
EKVX	87.4	106.8	103.5	101.3	89.0	·
RPMI-8226	114.0	124.5	62.7	89.1	80.4	26.1
CCRF-CEM	107.0	125.8	63.4	82.6	·	27.0
A549/ATCC	110.9	111.6	96.6	97.0	63.7	93.1

31. CCCCCCCC(=O)C(C)C
32. CCOC(=O)c1c(NC(=O)CSc2nnc(-c3cccnc3)o2)sc2c1CCCC2
33. COC(=O)[C@H]1Cc2c([nH]c3ccccc23)[C@H](c2cccnc2)N1
34. C#CCn1cnc2c(Nc3ccccn3)nc(Cl)nc21
35. O=S(c1ccccc1)c1no[n+]([O-])c1-c1ccncc1 (stereo not given)
36. CCc1nc(N)nc(N)n1

screen / no.	31	32	33	34	35	36
MOLT-4	97.6	78.3	101.7	100.8	102.4	114.7
HOP-92	98.2	103.0	107.7	98.7	107.2	108.8
SR	·	53.5	115.3	101.6	111.5	118.9
HOP-62	94.8	95.6	109.8	98.5	110.3	104.2
EKVX	·	110.1	101.6	96.7	102.6	·
RPMI-8226	102.2	105.3	104.5	105.0	108.2	101.6
CCRF-CEM	·	106.6	116.3	108.0	104.1	93.9
A549/ATCC	102.1	108.5	110.8	100.7	102.8	88.5

37. Nc1nc(SCc2ccccn2)c2ncn(C3OC(CO)C(O)C3O)c2n1 (stereo not given)
38. COc1c(C(=O)/C=C/c2ccc(Cl)cc2)c(O)cc2occc12
39. CC(C)(C)NC(=O)C1CSC2(C(=O)Nc3ccccc32)N1C(=O)C1CCCCC1 (stereo not given)
40. CCC(C)(O)C(C)=O (stereo not given)
41. CN(C)c1ccc(-c2cc(-c3cccc(OCC(=O)O)c3)[nH]c(=O)c2C#N)cc1
42. Cc1cc(NS(=O)(=O)c2ccc(N)cc2)sn1

screen / no.	37	38	39	40	41	42
MOLT-4	94.9	45.5	97.8	96.5	91.4	102.5
HOP-92	82.4	50.0	88.0	108.9	95.5	88.0
SR	95.9	36.6	102.3	91.0	90.9	·
HOP-62	96.3	87.4	92.5	95.5	99.1	104.8
EKVX	100.7	75.7	98.4	·	93.4	112.8
RPMI-8226	89.2	33.9	86.3	·	107.6	106.8
CCRF-CEM	90.9	39.9	97.1	104.1	87.7	95.0
A549/ATCC	90.9	69.0	96.4	104.7	108.2	101.4

43. COc1cc(/C=C/c2cc(/C=C/c3cc(OC)c(OC)c(OC)c3)n(-c3cc(F)cc(F)c3)n2)cc(OC)c1OC
44. C/C(=N\N=C(/C)c1ccc2ccccc2c1)c1ccc2ccccc2c1
45. Clc1ccc(N(CC2CO2)CC2CO2)cc1 (stereo not given)
46. COC(=O)c1sc(C(=O)c2ccccc2)c(C#N)c1N
47. Oc1ccc(C(c2ccccc2)c2ccc(O)cc2O)c(O)c1
48. O=[N+]([O-])c1ccc(Br)c(P(=O)(O)O)c1

screen / no.	43	44	45	46	47	48
MOLT-4	82.1	100.3	62.4	104.4	46.7	105.2
HOP-92	73.1	73.0	100.3	103.7	74.8	·
SR	76.2	91.1	57.5	100.9	69.2	113.6
HOP-62	94.8	102.8	91.9	97.6	96.0	105.1
EKVX	101.0	·	104.2	94.6	102.7	·
RPMI-8226	80.6	95.9	·	97.6	60.2	100.3
CCRF-CEM	86.9	93.4	66.6	91.7	40.7	·
A549/ATCC	89.9	90.5	103.6	100.0	71.0	100.3

49. Nc1nc(Cl)cc(NCCCCNc2cc(Cl)nc(N)n2)n1
50. NC(Cc1ccccc1)C(=O)O (stereo not given)
51. CN(C)c1ccc(/C=C/c2cc(-c3ccccc3)c3ccccc3n2)cc1
52. OC1(CSc2ccccc2)CCCCC1
53. NC(=S)N/N=C/c1ccco1
54. CCCCCN(CCCCC)CC(O)c1cc(C)c2ccc3cc(C(C)C)ccc3c2c1 (stereo not given)

screen / no.	49	50	51	52	53	54
MOLT-4	94.8	131.4	90.6	129.2	110.6	-21.5*
HOP-92	74.3	108.1	81.1	103.2	85.0	-43.6*
SR	98.9	·	88.0	130.9	116.0	-12.9*
HOP-62	107.1	88.8	101.5	103.7	·	20.0
EKVX	101.7	100.6	88.2	93.3	103.3	63.2
RPMI-8226	96.4	115.5	94.5	132.3	112.7	-18.6*
CCRF-CEM	84.5	·	83.8	·	106.1	-7.3*
A549/ATCC	107.7	99.3	87.7	100.0	109.2	3.9*

55. O=C(c1ccccc1)c1c(-c2ccccc2)oc2c1CNC1C=CC=CC21 (stereo not given)
56. COc1ccc(-n2cnc(=S)[nH]c2=S)cc1
57. NC(=O)c1cc(Cl)ccc1NC(=O)c1ccccc1-c1ccccc1
58. COc1cc(-c2nc(SC(C)C)nc(Nc3ccc([N+](=O)[O-])cc3[N+](=O)[O-])c2C#N)cc(OC)c1OC
59. CC1CN(CCOC(=O)C(c2ccccc2)C2C=CCCC2)CC1C (stereo not given)
60. C/C(=N\O)[C@@H]1CC[C@]2(C(N)=O)CC[C@]3(C)[C@H](CC[C@@H]4[C@@]5(C)CC/C(=N/O)C(C)(C)[C@@H]5CC[C@]43C)[C@@H]12

screen / no.	55	56	57	58	59	60
MOLT-4	109.3	102.2	13.3	87.4	113.7	55.7
HOP-92	105.8	76.4	67.7	96.7	89.2	92.8
SR	78.8	99.2	5.8*	70.8	106.4	78.7
HOP-62	78.5	106.3	39.0	108.6	109.2	96.3
EKVX	104.1	98.1	·	103.2	104.9	91.0
RPMI-8226	90.1	92.2	19.0	104.7	111.8	68.2
CCRF-CEM	87.2	90.2	7.4*	103.5	115.1	66.5
A549/ATCC	86.2	115.9	35.6	93.1	94.1	77.7

61. CCC(C)(C)C1CCC(O)CC1 (stereo not given)
62. COc1ccc(-c2nc3ccc(-c4nnc(SCC(=O)Nc5ccc(OC)c(OC)c5)o4)cc3[nH]2)cc1
63. CC(C)c1cccc(C(C)C)c1NC(=O)N1CCOCC1
64. COC(=O)C1(CC(=O)c2ccco2)NC(=S)NC(=O)C1C#N (stereo not given)

screen / no.	61	62	63	64
MOLT-4	105.9	87.5	101.4	114.5
HOP-92	·	102.5	101.4	96.7
SR	102.3	93.9	95.8	100.3
HOP-62	90.5	109.8	94.4	117.5
EKVX	94.9	108.2	·	104.2
RPMI-8226	101.1	86.6	102.9	106.8
CCRF-CEM	93.5	83.2	103.4	100.8
A549/ATCC	105.9	105.6	102.3	120.1
